TRb-SRC2 inh: disrupts binding of human TR beta to SRC2; P10828; TRbeta-SRC2 peptide binding, fluorescence polarization; receptor liganded with 1 µM T3; Potency, µM (titrated, usually from 106 µM), without a hit: top-dose activity change, negative = inhibition, hits mostly inhibitors; actives 0.065% (n = 280,000); AID 1469;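 further: plate controls were bound peptide for no effect and peptide without receptor for full effect; nearly all actives have a fitted effect of over 50% in size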
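Quantitative HTS by FP: 0.6 uM TRb LBD, 20 nM labeled SRC2 20-mer, 1 uM T3, 5% DMSO; 5 hr ambient incubation; % activity per concentration and potencies from concentration series.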
Tau FP inhib: inhibitors of human tau fibril formation; P10636; K18 P301L tau heparin fibrillization, Alexa594 FP, 6 h; Potency, µM (highest dose often 57.7 µM), without a hit: at the top dose activity, negative = inhibition, most hits filed as inhibitors; actives 0.39% (n = 280,000); further: nearly all actives have a fitted effect of over 55% in size
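Human K18 P301L fragment (15 uM unlabeled plus 0.24 uM Alexa 594-labeled) in 100 mM sodium acetate pH 7 with compound, aggregation induced by 20 uM heparin for 6 hr at 37 C. ThT (30 uM) added for 1 hr, then Alexa 594 FP read.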
Tau ThT inhib: blocks human tau fibril formation measured by thioflavin T; recombinant tau K18 P301L, heparin-induced fibrillization, ThT fluorescence; actives 2.1% (n = 270,000); Potency, µM (doses to about 57.4 µM), inactives show at the highest dose activity, negative = inhibition, usual class: inhibitors; AID 1460; further: nearly all actives have a fitted effect of over 55% in size
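Fibril formation assay: tau K18 P301L at 15 uM with trace Alexa 594 label, heparin inducer 20 uM, pH 7 sodium acetate buffer, 37 C for 6 hr; endpoint ThT signal.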
RECQ1 inh: blocks DNA unwinding by human RECQ1; actives 0.54% (n = 240,000); Potency, µM (highest dose often 57.3 µM), inactives show top-dose activity, negative = inhibition, actives largely listed as inhibitors; P46063; RECQ1 DNA unwinding, red fluorescence kinetic read; AID 2549;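 further: plate controls were vehicle for no effect and no enzyme for full effect; nearly all actives have a fitted effect of over 30% in size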
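RECQ1T1 50 nM; forked duplex (20 bp + 30-nt ss tails) 200 nM, ATP 2 mM final; pH 8.0, 2 mM MgCl2, 2.5 ug/ml poly(dI-dC); 15 min compound preincubation; discontinuous kinetic read over 2 h at RT.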
KDM4E inh: JMJD2E (human) inhibition | AID 2147 | actives 1.6% (n = 230,000) | JMJD2E catalytic domain, FDH-coupled NADH fluorescence (FDH is formaldehyde dehydrogenase) | Potency, µM (highest dose often 57.1 µM), without a hit: at the highest dose activity change, negative = inhibition, most hits filed as inhibitors; active means well fitted inhibition curve with a large enough effect, not every such curve was filed as active; inconclusive means small, poorly fitted or top-dose-only effect, or another doubt; inactive means no such curve, though single readings can be large or run the other way;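 further: 0% = wells with enzyme and -100% = buffer wells without enzyme; nearly all actives have a fitted effect of over 50% in size; many of its hits are not listed in these tables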
TexasRed fluor: counter-screen for TRb-SRC2 inhibitors: fluorescence interference. Potency, µM (top dose mostly 106 µM), for the others: at the highest dose fluorescence change, negative = quenching. actives 0.29% (n = 280,000). TRb/SRC2 Texas Red total fluorescence interference; active means well fitted curve in either direction with a large enough effect; inconclusive means small, poorly fitted or top-dose-only effect
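Human TRb ligand-binding domain at 0.6 uM with 20 nM Texas Red SRC2 peptide in Tris buffer containing 1 uM T3 and 5% DMSO, incubated with compound 5 h at ambient temperature. Total fluorescence (555/632 nm) calculated as parallel + 2 × perpendicular.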
RGS12 GoLoco inh: inhibitors of human Gai1-RGS12 GoLoco interaction (red fluorophore); actives 0.44% (n = 230,000); Potency, µM (series often up to 61.6 µM), for inactives: top-dose activity, negative = inhibition, usual class: inhibitors; Gai1:RGS12 GoLoco peptide FP, rhodamine, 10 min; active means well fitted inhibition curve with a large enough effect, not every such curve was filed as active; inactive means no such curve, though single readings can be large or run the other way; further: nearly all actives have a fitted effect of over 30% in size; many of its hits are not listed in these tables
L3MBTL1 inh: L3MBTL1 (human) inhibition | AID 485360 | AlphaScreen L3MBTL1–H3K9me1 peptide binding | Potency, µM (highest dose often 57.1 µM), for inactives: at the top dose activity, negative = inhibition, hits mostly inhibitors | actives 0.66% (n = 230,000); further: nearly all actives have a fitted effect of over 60% in size
Target sequence (Q9Y468 whole entry, looked up): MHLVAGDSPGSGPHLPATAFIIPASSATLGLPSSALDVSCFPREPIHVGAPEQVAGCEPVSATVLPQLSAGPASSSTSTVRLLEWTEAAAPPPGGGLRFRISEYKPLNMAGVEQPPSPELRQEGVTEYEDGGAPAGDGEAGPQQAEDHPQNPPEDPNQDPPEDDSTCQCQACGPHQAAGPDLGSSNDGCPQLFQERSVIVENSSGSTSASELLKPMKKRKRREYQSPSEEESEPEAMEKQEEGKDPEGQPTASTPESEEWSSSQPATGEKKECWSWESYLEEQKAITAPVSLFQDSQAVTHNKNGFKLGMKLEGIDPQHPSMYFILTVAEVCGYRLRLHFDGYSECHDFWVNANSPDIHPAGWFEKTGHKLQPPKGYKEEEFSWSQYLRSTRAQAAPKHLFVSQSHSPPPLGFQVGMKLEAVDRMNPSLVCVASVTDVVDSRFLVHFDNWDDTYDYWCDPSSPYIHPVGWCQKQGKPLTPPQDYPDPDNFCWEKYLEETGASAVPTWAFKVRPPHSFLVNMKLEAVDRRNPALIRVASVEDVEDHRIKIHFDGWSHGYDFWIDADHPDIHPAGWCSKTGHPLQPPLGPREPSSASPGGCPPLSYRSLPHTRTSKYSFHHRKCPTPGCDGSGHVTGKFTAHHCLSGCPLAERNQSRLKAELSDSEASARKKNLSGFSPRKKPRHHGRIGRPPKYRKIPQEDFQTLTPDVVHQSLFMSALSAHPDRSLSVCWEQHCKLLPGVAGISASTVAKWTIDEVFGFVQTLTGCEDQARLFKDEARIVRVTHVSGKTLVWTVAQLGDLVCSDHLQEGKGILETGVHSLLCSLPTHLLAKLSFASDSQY
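Read-out is AlphaScreen signal from streptavidin donor and nickel chelate acceptor beads (10 ug/mL final each) bridging L3MBTL1 (50 nM) and biotinylated K9-monomethylated H3(1-15) peptide (75 nM), after 30 min compound exposure at room temperature.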
Starred values were filed as active, the others as inactive; i = inactive; ? = inconclusive; . = no result given; [ ] = remark or other dose. Unless noted, the call rests on the fitted dose curve; in most records, active means well fitted curve in the direction sought with a large enough effect; inconclusive means small, poorly fitted or top-dose-only effect, or another doubt; inactive means no such curve, though single readings can be large; an effect the other way counts as inactive or inconclusive. Unless noted, on the % scale 0 is the no-effect control and ±100 the full control effect; potency means the concentration at half of the fitted maximal effect. Not all compounds are listed. The share of hits here may be higher or lower than overall.

Abbreviations – A = TRb-SRC2 inh; B = Tau FP inhib; C = Tau ThT inhib; D = RECQ1 inh; E = KDM4E inh; F = TexasRed fluor; G = RGS12 GoLoco inh; H = L3MBTL1 inh
O=C(O)CC1SC(=Nc2cccc(C(F)(F)F)c2)NC1=O (stereo not given)
  A = -3% | B = -4% | C = -10% | D = -6% | E = 8% | F = 4% | G = -7% | H = .
O=c1c([N+](=O)[O-])c(N2CCOCC2)c2ccccc2n1Cc1ccccc1
  A = 4% | B = -2% | C = -13% | D = 1% | E = 6% | F = 3% | G = 4% | H = -22%
Cc1nc(-c2ccc(O)c(O)c2)cs1
  A = 6% | B = 0% | C = ? | D = ? | E = 16µM* | F = -3% | G = -8% | H = .
CCCCCC1CC(CC(=O)O)C(=O)O1 (stereo not given)
  A = -9% | B = -2% | C = -18% | D = -7% | E = -4% | F = -7% | G = -10% | H = .
C=CCn1c(SCc2cc([N+](=O)[O-])cc3c2OCOC3)nc2cc(C(=O)O)ccc2c1=O
  A = 6% | B = 1% | C = ? | D = 10% | E = -4% | F = -4% | G = 5% | H = 6%
O=C(c1ccc2c(c1)N(Cc1ccc(Cl)cc1)C(=O)c1ccccc1S2(=O)=O)N1CCc2ccccc21
  A = -6% | B = -8% | C = -9% | D = . | E = . | F = 1% | G = . | H = .
Cc1ccc(CC(=O)Nc2ccncc2)cc1
  A = 9% | B = 3% | C = 5% | D = -1% | E = 4% | F = -1% | G = -2% | H = -21%
O=C(CCn1c(=O)oc2ccccc21)N1CCc2ccccc21
  A = -17% | B = -10% | C = 3% | D = 0% | E = 10% | F = 1% | G = -6% | H = 38%[activator]
Cc1ccc(C2NC(=S)NC3=C2C(=O)CC(C)(C)C3)cc1 (stereo not given)
  A = -1% | B = 4% | C = -3% | D = -5% | E = -4% | F = 8% | G = -13% | H = 12%
Nc1c2c(nc3sc4c(c13)CCCC4)CCCCCC2
  A = -5% | B = 3% | C = -2% | D = -1% | E = 2% | F = -2% | G = 17% | H = 4%
COc1ccc(C)cc1N(CC(=O)Nc1cccnc1)S(=O)(=O)c1ccc(C)cc1
  A = 0% | B = 1% | C = -8% | D = -7% | E = -1% | F = 0% | G = 10% | H = -12%
COc1ccc2[nH]cc(CCn3ccc(O)c(C/C=C/c4ccccc4)c3=O)c2c1
  A = -1% | B = ? | C = ? | D = -7% | E = -22% | F = -8% | G = 2% | H = -5%
COc1ccccc1CNC(=O)COc1cc(=O)n(C)c2ccccc12
  A = -6% | B = 0% | C = -7% | D = . | E = . | F = -5% | G = . | H = .
COc1cc(NC(=O)Cn2cnc3c2c(=O)n(C)c(=O)n3C)c(OC)cc1Cl
  A = 1% | B = -3% | C = -8% | D = . | E = . | F = -24% | G = . | H = .
CCOC(=O)COc1ccc(S(=O)(=O)NCc2ccco2)cc1
  A = 0% | B = 0% | C = -8% | D = i | E = 3% | F = 5% | G = -2% | H = -8%

Molecules listed so far with a nitro group on carbon (two):
Abbreviations – A = TRb-SRC2 inh; B = Tau FP inhib; C = Tau ThT inhib; D = RECQ1 inh; E = KDM4E inh; F = TexasRed fluor; G = RGS12 GoLoco inh; H = L3MBTL1 inh
O=c1c([N+](=O)[O-])c(N2CCOCC2)c2ccccc2n1Cc1ccccc1
  A = 4% | B = -2% | C = -13% | D = 1% | E = 6% | F = 3% | G = 4% | H = -22%
C=CCn1c(SCc2cc([N+](=O)[O-])cc3c2OCOC3)nc2cc(C(=O)O)ccc2c1=O
  A = 6% | B = 1% | C = ? | D = 10% | E = -4% | F = -4% | G = 5% | H = 6%

Continuation.
Abbreviations – A = TRb-SRC2 inh; B = Tau FP inhib; C = Tau ThT inhib; D = RECQ1 inh; E = KDM4E inh; F = TexasRed fluor; G = RGS12 GoLoco inh; H = L3MBTL1 inh
Cc1noc(C)c1CN(C(=S)NC1CC2CCC1C2)c1ccccc1 (stereo not given)
  A = 5% | B = 0% | C = -10% | D = -19% | E = -1% | F = 1% | G = -14% | H = .
CN1C(=O)C2CN(CCc3ccccc3)CNC2N(C)C1=O (stereo not given)
  A = 1% | B = -6% | C = -2% | D = i | E = 9% | F = -1% | G = 7% | H = 2%
CC(=O)COC(=O)CNC(=O)c1ccc(Br)cc1
  A = -1% | B = 5% | C = -6% | D = i | E = 1% | F = 0% | G = 3% | H = .
COc1ccc(OCCCC(=O)Nc2cccc(C(C)=O)c2)cc1
  A = -5% | B = 4% | C = -11% | D = -10% | E = 2% | F = -6% | G = . | H = 17%
COc1ccccc1Oc1ncnc2sccc12
  A = 1% | B = 3% | C = 2% | D = -3% | E = 9% | F = 3% | G = 4% | H = 25%
COc1cc2oc3ccccc3c2cc1N(CC(=O)N1CCCCC1)S(=O)(=O)c1ccc(C)cc1
  A = -12% | B = -7% | C = -8% | D = i | E = 8% | F = -1% | G = -1% | H = .
CCN1CCC2(CCN(Cc3cn[nH]c3-c3ccc(OC)c(F)c3)C2)C1 (stereo not given)
  A = -1% | B = -4% | C = -8% | D = 4% | E = -1% | F = 3% | G = -3% | H = 3%
CCOc1ccc2[nH]c(=O)c(C(c3nnnn3CCOC)N3CCOCC3)cc2c1 (stereo not given)
  A = 0% | B = -5% | C = -4% | D = -1% | E = ? | F = -1% | G = -5% | H = .
COC(=O)c1ccc(C(=O)OCc2nc3cc4ccccc4cc3[nH]2)cc1
  A = 2% | B = ? | C = -6% | D = 12% | E = 7% | F = 2% | G = 20% | H = 15%[11.4 µM]
Cc1ccn2c(NC3CCCCC3)c(C(C)C)nc2c1
  A = -6% | B = -1% | C = -10% | D = 3% | E = 10% | F = 1% | G = 0% | H = -8%
CCc1ccc2nc(N3CCC(C(=O)O)CC3)sc2c1
  A = -8% | B = 5% | C = 1% | D = . | E = . | F = 6% | G = . | H = .

An excerpt from above in order of length of the SMILES, lowest first:
Abbreviations – A = TRb-SRC2 inh; B = Tau FP inhib; C = Tau ThT inhib; D = RECQ1 inh; E = KDM4E inh; F = TexasRed fluor; G = RGS12 GoLoco inh; H = L3MBTL1 inh
COc1ccccc1Oc1ncnc2sccc12
  A = 1% | B = 3% | C = 2% | D = -3% | E = 9% | F = 3% | G = 4% | H = 25%
CN1C(=O)C2CN(CCc3ccccc3)CNC2N(C)C1=O (stereo not given)
  A = 1% | B = -6% | C = -2% | D = i | E = 9% | F = -1% | G = 7% | H = 2%
CCOc1ccc2[nH]c(=O)c(C(c3nnnn3CCOC)N3CCOCC3)cc2c1 (stereo not given)
  A = 0% | B = -5% | C = -4% | D = -1% | E = ? | F = -1% | G = -5% | H = .
COc1cc2oc3ccccc3c2cc1N(CC(=O)N1CCCCC1)S(=O)(=O)c1ccc(C)cc1
  A = -12% | B = -7% | C = -8% | D = i | E = 8% | F = -1% | G = -1% | H = .
